Screening results deposited in PubChem BioAssay by National Center for Advancing Translational Sciences (NCATS).
MCF10A rereplic = DNA re-replication induction in MCF 10a cells | 2.9% of 350,000 active | AID 624296 | MCF 10A DNA re-replication, Hoechst nuclear intensity, 48 h | Potency, µM (top dose mostly 46.1 µM), for the others: at the top dose activity, positive = re-replication, actives largely listed as activators; further: potency means the concentration at half of the fitted maximal effect; % of control where 0% means no effect; nearly all actives have a fitted effect of over 50% in size
HT1080 IDH1KD tx = kills HT-1080 cells with IDH1 knockdown; HT-1080 IDH1 knockdown viability, ATP luminescence, 48 h; Potency, µM (series often up to 46.1 µM), for the others: at the top dose activity, negative = toxicity, hits mostly cytotoxic; AID 686971; 2% of 360,000 active;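 further: potency means the concentration at half of the fitted maximal effect; 0% = DMSO wells and -100% = cell-free medium wells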
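After a 2 h attachment period, IDH1KD HT-1080 cells took pin-transferred compound for 48 h at 37 °C; ATP-based luminescence after 10 min room-temperature reagent incubation reported viability.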
KB-V1 cytotox = kills drug-selected multidrug resistant KB-V1 cells. KB-V1 MDR cells viability, CellTiter-Glo, 72 h. Potency, µM (doses to about 46.1 µM), inactives show at the top dose activity change, negative = cytotoxicity, actives largely listed as cytotoxic. 3.4% of 400,000 active; further: potency means the concentration at half of the fitted maximal effect; on the % scale 0 is the no-effect control and ±100 the full control effect; nearly all actives have a fitted effect of over 60% in size
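Cells of the MDR subline KB-V1 are plated, dosed with compound at multiple concentrations, and incubated 72 h at 37 degrees C; CellTiter-Glo is then added and luminescence read after 10 min.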
HEK293 tox = cytotoxicity counter-screen for GLP-1 receptor inverse agonists; HEK293 cAMP-luciferase reporter cells, luminescence, 24 h; Potency, µM (titrated, usually from 38.3 µM), for inactives: at the highest dose activity change, negative = inhibition, most hits filed as inhibitors; 0.13% of 410,000 active;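 further: loss of luciferase light is scored as toxicity; potency means the concentration at half of the fitted maximal effect; on the % scale 0 is the no-effect control and ±100 the full control effect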
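Cells in DMEM/10% Nu serum/1% pen-strep, 1536-well format. Pre-incubated 12 h, dosed with 23 nL compound, incubated a further 24 h. Luciferase detection, 12 min at room temp, luminescence.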
HT1080-NT tox = kills 2HG-producing HT-1080-NT fibrosarcoma cells | 1.6% of 360,000 active | Potency, µM (top dose mostly 46.1 µM), for inactives: at the top dose activity, negative = less viability, most hits filed as cytotoxic | HT-1080-NT fibrosarcoma viability, CellTiter-Glo ATP luminescence, 48 h | AID 686970;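 further: NT is the 2HG producing partner of a matched IDH1 knockdown line; potency means the concentration at half of the fitted maximal effect; 0% = DMSO-treated cells and -100% = media-only wells without cells; nearly all actives have a fitted effect of over 55% in size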
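Luminescent CellTiter-Glo readout after 48 hours of compound exposure at 37 degrees C defined viability of HT-1080-NT cells. Activity was normalized to DMSO wells and cell-free media wells; concentration-response curves were fitted and assigned curve classes.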
SW480 rerep = DNA re-replication induction in SW480 cells; Potency, µM (series often up to 46.1 µM), for the others: top-dose re-replication activation, most hits filed as activators; AID 624297; SW480 DNA re-replication, Hoechst DNA content imaging, 48 h; 1.8% of 340,000 active; further: potency means the concentration at half of the fitted maximal effect; % of control where 0% means no effect; nearly all actives have a fitted effect of over 55% in size
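Compounds, transferred as 23 nL by pin tool, were incubated with cells for 48 hr; DNA content per nucleus was then quantified by Hoechst staining and fluorescence plate imaging.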
KB-3-1 tox = KB-3-1 parental cell cytotoxicity; Potency, µM (top dose mostly 46.1 µM), without a hit: at the top dose activity change, negative = cytotoxic, most hits filed as cytotoxic; 1.4% of 400,000 active; KB-3-1 viability, CellTiter-Glo ATP luminescence, 72 h; further: potency means the concentration at half of the fitted maximal effect; on the % scale 0 is the no-effect control and ±100 the full control effect; nearly all actives have a fitted effect of over 60% in size
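72 h, 37 °C compound treatment of KB-3-1 parental cells; CellTiter-Glo added, 10 min, luminescence read. Data corrected against DMSO-only plates and normalized before curve fitting.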
IL-1B inflam inh = inflammasome signaling inhibition, IL-1 beta readout; THP-1 LPS/ATP IL-1B secretion, AlphaLISA, 16 h; hits give low values; activity change, % at 57.5 µM; 4.7% of 360,000 active; AID 743279; in the data active means activity change below about -50%; inconclusive means mostly about -30% to -49%; further: on the % scale 0 is the no-effect control and ±100 the full control effect
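THP-1 cells pretreated 1 hr with compounds (up to 57.5 uM final), then stimulated with LPS (250 ng/mL final) plus ATP (1.25 mM final); secreted IL-1B measured by AlphaLISA after 16 hr, decreased signal indicating inhibition.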
DRD3 agonist = activates the human D3 dopamine receptor. P35462. D3R DiscoveRx beta-arrestin cells, luminescence, 90 min. max activation, %. 0.58% of 410,000 active. AID 652048; in the data active means max activation above about 30%; further: 0% is about no effect; mostly tested at two doses, the higher about 12 µM
Target sequence (P35462 whole entry, looked up): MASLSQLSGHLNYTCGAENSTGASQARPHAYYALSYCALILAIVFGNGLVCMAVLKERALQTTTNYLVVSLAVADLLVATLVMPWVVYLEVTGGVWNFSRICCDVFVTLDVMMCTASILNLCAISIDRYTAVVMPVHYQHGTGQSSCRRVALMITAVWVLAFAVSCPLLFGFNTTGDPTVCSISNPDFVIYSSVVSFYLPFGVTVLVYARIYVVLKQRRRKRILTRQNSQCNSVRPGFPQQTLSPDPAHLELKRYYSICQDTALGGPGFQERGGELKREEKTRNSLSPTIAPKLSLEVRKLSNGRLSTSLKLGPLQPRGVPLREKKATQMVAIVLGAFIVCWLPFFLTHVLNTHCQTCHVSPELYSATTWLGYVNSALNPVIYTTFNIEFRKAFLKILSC
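Agonist-mode cell screen: cells plated at 1500/well and incubated overnight at 37 °C, then exposed to library compounds for 90 min at 37 °C. Detection reagent was added for 30–60 min at room temperature, and luminescence was read.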
The depositor's hits bear a star; u = inconclusive; x = no result given; & = joins results of further samples; [ ] = another dose, or the depositor's remark. Unless noted, the call rests on the fitted dose curve; in most records, active means well fitted curve in the direction sought with a large enough effect; inconclusive means small, poorly fitted or top-dose-only effect, or another doubt; inactive means no such curve, though single readings can be large; an effect the other way counts as inactive or inconclusive.

SMILES | MCF10A rereplic | HT1080 IDH1KD tx | KB-V1 cytotox | HEK293 tox | HT1080-NT tox | SW480 rerep | KB-3-1 tox | IL-1B inflam inh | DRD3 agonist
O=C(NCc1ccccc1Cl)c1nnc(Cc2cccc(F)c2)o1 | x | x | -1.0% | 1.9% | x | x | 19.5% | x | -11.4
COc1ccc(C)cc1S(=O)(=O)N1CCCC(C(=O)NC2CC2)C1 (stereo unspecified) | -1.9% | -0.1% | x | 12.0% | 2.9% | 17.0% | x | 9.6 | 4.0
O=C(CCn1cnc2ccccc21)N/N=C/c1ccc(O)cc1 | -1.7% | 7.1% | 13.0% | -6.6% | 11.3% | -2.8% | 19.3% | 21.0 | 4.2
COc1ccc2c(c1)CCc1c(C(=O)Nc3c(C)nn(Cc4ccccc4)c3C)noc1-2 | u | -3.1% | u | 10.8%&5.8% | 4.9% | 2.6% | 8.2%&0.5% | u | 13.9&6.5
CCOc1ccccc1C1CC(=O)Nc2cc(OC)c(OC)cc21 (stereo unspecified) | 7.2% | -18.1% | u | 11.9% | -1.7% | -3.9% | 0.0% | 45.6 | -3.7
Cc1nnc(SCCn2c(N3CC(C)CC(C)C3)nc3c2c(=O)n(C)c(=O)n3C)s1 (stereo unspecified) | 4.3% | 16.2% | 20.6µM* | 0.4% | 3.8% | 0.3% | 4.4% | 4.7 | -4.7
C=CCn1c(SCC(=O)N2CCN(c3ccc(F)cc3)CC2)nnc1-c1ccco1 | 11.3% | -10.9% | u | -5.7% | -3.7% | -4.8% | u | 1.3 | -1.2
Cc1ccc(COc2ccsc2C(=O)NNC(N)=S)cc1 | 10.6% | -3.5% | 1.2% | -21.5% | 3.0% | 8.1% | -8.4% | 9.7 | -0.1
Cc1c(N=Cc2ccc(O)c(Br)c2)cccc1[N+](=O)[O-] | 7.6% | -5.0% | -8.1% | 10.2% | -6.4% | -706.6%[inhibitor] | -4.1% | 27.2 | -8.4
O=C(c1ccc2c3c(cccc13)CC2)C1CCCN(Cc2ccccn2)C1 (stereo unspecified) | u | u | -6.9% | 1.0% | -29.9% | -2.7% | -7.5% | 5.8 | -33.3
O=C(CCN1C(=O)/C(=C/c2ccccc2)SC1=S)NC1CCS(=O)(=O)C1 (stereo unspecified) | u | 20.0% | 15.2% | -20.4% | 9.7% | -1.4% | 11.0% | -7.4 | 8.0
CCCCOC(=O)n1c(=O)oc2cc(S(=O)(=O)N3CCCCC3)ccc21 | u | -17.3% | -7.5% | -18.2% | -10.7% | 11.4% | 4.0% | 0.0 | 4.1
CCC1=NN2C(=N)/C(=C\c3ccc(OCc4cc(=O)n5nc(CC)sc5n4)c(OC)c3)C(=O)N=C2S1 | 6.2% | -3.5% | u | 3.9% | -2.5% | -6.5% | u | 13.9 | 7.0
CCOC(=O)[C@]12CCC=C1N(Cc1cccc3ccccc13)C(=O)[C@H](CC(=O)N1CCCCC1)C2 | x | u | u | -2.2% | -28.6% | x | 2.1% | -13.3 | -0.2
COCCCNc1nc2nonc2nc1NCCSC | -3.4% | 12.0% | -9.6% | 1.0% | 0.9% | -16.8% | 2.1% | 0.0 | 2.4
COc1cc2c(=O)c(C(=O)c3ccc(C)c(C)c3)cn(Cc3ccc(F)cc3)c2cc1OC | x | x | -3.8% | -6.5% | x | x | 0.0% | x | 8.3
CCOC(=O)[C@]12CCC=C1N(CCC1=CCCCC1)C(=O)[C@H](CC(=O)N1CCOCC1)C2 | x | 14.0% | -16.0% | 0.7% | 19.9% | x | 18.1% | 24.9 | -1.4
COC(=O)CCN(C(=O)c1ccc(N2CCCCC2)c([N+](=O)[O-])c1)c1ccccn1 | 20.9% | 0.8% | 26.2% | -12.2% | 5.3% | 9.5% | 0.0% | 7.4 | -2.2
CCOc1ccc(C(=O)Nc2cccc(NC(=O)c3ccc(C(C)(C)C)cc3)c2)cc1Br | x | x | -3.7% | -7.3% | x | x | 1.1% | x | 7.9
COc1ccc(Cl)cc1NC(=O)CSc1nc2ccccc2nc1N1CCCCC1 | x | x | u | -5.3% | x | x | -5.3% | x | 1.7
CN(C)/N=C/c1ccc(Sc2ccccc2[N+](=O)[O-])o1 | 14.4% | -15.3% | -17.6% | 3.0% | u | 12.5% | -5.7% | 0.8 | -7.9
Cc1c(C(=O)NCc2cccs2)sc(=O)n1Cc1ccc(S(C)(=O)=O)cc1 | x | -0.7% | u | -0.1% | 1.7% | x | u | u | 5.1
Cc1ccc(S(=O)(=O)N(CC(=O)NCc2ccccc2Cl)C(=O)N2CCN(C)CC2)cc1 | -14.1% | 0.6% | u | 0.1% | -13.3% | -61.8%[inhibitor] | 0.0% | 7.6 | 1.6
Cc1cccc(-c2nnc(SCC(=O)N3CCOCC3)o2)c1 | -9.9% | -6.4% | -1.0% | 4.2% | 0.5% | -20.9% | 12.7% | 4.7 | 10.1
COc1ccc(N(C(=O)c2ccc(Cl)cc2)C2=CC3CCC(C2)N3C)cc1 (stereo unspecified) | -7.6% | 3.6% | -0.5% | -13.9% | -8.7% | -8.5%[9.22 µM] | -9.1% | -1.3 | -2.6

Taken from above.
`COc1ccc(C)cc1S(=O)(=O)N1CCCC(C(=O)NC2CC2)C1` (stereo unspecified) in DRD3 agonist is entered as 4.0
`CCOc1ccccc1C1CC(=O)Nc2cc(OC)c(OC)cc21` (stereo unspecified) in IL-1B inflam inh is entered as 45.6

(next part)
SMILES | MCF10A rereplic | HT1080 IDH1KD tx | KB-V1 cytotox | HEK293 tox | HT1080-NT tox | SW480 rerep | KB-3-1 tox | IL-1B inflam inh | DRD3 agonist
Cc1ccc(-n2ncc3c(NCCCN4CCOCC4)ncnc32)cc1C | x | x | -7.5% | -14.3% | x | x | -1.9% | x | -20.2
O=C(Cn1ncc2c([nH]c3ccccc32)c1=O)Nc1cc(F)ccc1F | x | x | 0.0% | -4.4% | x | x | 3.6% | x | 1.7
O=C(CSc1nc(-c2cccs2)nc2cc(=O)[nH]n12)Nc1ccccc1Cl | x | x | -7.6% | 1.2% | x | x | 3.6% | x | 1.8
CN(C)S(=O)(=O)c1cc(S(=O)(=O)N(C)C)c(Cl)cc1N | 77.7% | 8.9% | -13.1% | 20.7% | 5.7% | -9.4% | 3.8% | 26.9 | 0.4
Cn1nc(C(=O)NCc2ccccc2)c2c1-c1ccccc1S(=O)(=O)C2 | 0.6% | 4.0% | -3.9%&19.1% | 4.1%&3.2% | 8.5% | 15.7% | 4.1%&3.0% | -10.6 | -8.3&5.0
COc1cccc(-c2ccc3ncnc(N(C)Cc4ccco4)c3c2)c1 | -27.8% | x | -10.5% | x | x | -0.4%[9.22 µM] | 0.0% | x | x
OC(CNCC1CCCO1)Cn1c2ccc(Cl)cc2c2cc(Cl)ccc21 (stereo unspecified) | u | u | u | u | 25.9µM* | 19.0% | u | -80.0* | -1.7
O=[n+]1cc(-c2cc3ccccc3o2)n([O-])c2c1CCCC2 | 8.9% | 1.9% | -21.9% | -12.3% | 7.8% | 2.7% | -12.2% | 88.3 | -5.0
COc1ccc(CCNC2CC(=O)N(CCc3ccc(OC)c(OC)c3)C2=O)cc1 (stereo unspecified) | -6.5% | -4.8% | -13.2% | 67.8%[activator] | -2.6% | -12.4% | -7.1% | -8.2 | -4.1
Cc1cc(/C=N\O)c(C)n1-c1ccncc1 | -1.8% | 13.5% | u | -8.2% | 13.4% | -11.6% | 2.4% | -4.8 | -3.0
O=[N+]([O-])C1C(c2ccccc2)C12c1ccccc1-c1ccccc12 (stereo unspecified) | x | 6.51µM* | 5.17µM* | u | 5.8µM* | x | u | -67.4* | 0.1
CSc1ccc(/C=N/N2CCN(Cc3ccccc3)CC2)cc1 | 19.6% | 0.6% | 0.6% | -7.0% | 19.8% | 1.7% | 6.5% | -4.2 | -5.6
O=C1C2C3C=CC(CC3)C2C(=O)N1c1ccccc1[N+](=O)[O-] (stereo unspecified) | -3.6% | -3.2% | 5.0% | 3.0% | 2.7% | u | 0.0% | -4.2 | 8.0
NC(N)=N/N=C/c1ccc(OCc2ccc(Cl)cc2Cl)cc1 | 1.2% | u | u | 14.6% | u | -5.8% | -0.8% | -97.9* | 2.5
O/N=C\c1ccc(-c2ccccc2)o1 | -78.8%[inhibitor] | 17.1% | -23.0% | 3.3% | 16.5% | u | 18.0% | 0.0 | -1.6
CCOc1ccccc1NC(=O)CCc1nnc2ccc(NCc3ccco3)nn12 | 1.3% | 15.0% | -4.7% | -7.1% | 19.5% | -10.8% | -9.3% | 0.0 | -11.6
O=c1ncn(C2CCCCC2)c(=O)[nH]1 | -46.2%[inhibitor] | 8.0% | 0.4% | -7.0% | -3.8% | -15.8% | -0.7% | -6.4 | -4.7
O=C(NCc1ccccc1)c1ccc2nc(CCc3ccccc3)oc2c1 | x | x | -1.2% | 12.2% | x | x | 15.7% | x | -12.4
NC(=O)C1CCN(c2oc(-c3ccc(F)cc3)nc2S(=O)(=O)c2ccccc2)CC1 | 2.0% | -9.4% | -6.2% | -11.5% | -9.3% | -0.2% | 0.7% | -2.0 | -2.8
Cc1c(C(=O)N2CCCC2)c(S(=O)(=O)Nc2ccccc2Cl)c(C)n1C | 14.2% | 0.1% | 13.2% | -8.5% | -1.5% | -4.7% | 6.2% | 0.0 | 5.1
COc1cccc(NC(=O)NNS(=O)(=O)c2ccc(OC)cc2OC)c1 | -34.3%[inhibitor] | -15.1% | 7.6% | 0.8% | 2.1% | 1.5% | 3.1% | 9.7 | 3.8
Cn1c(SCC(=O)Nc2nccs2)nnc1C12CC3CC(CC(C3)C1)C2 | 4.6% | u | 20.6µM* | -14.3% | -1.6% | -1.3% | 13.9% | 12.3 | -0.6
